GoLoco inh red: RGS12 GoLoco-Gai1 interaction inhibition. P63096. Gai1:RGS12 GoLoco peptide FP, rhodamine, 10 min. Potency, µM (titrated, usually from 61.6 µM), for inactives: at the top dose activity, negative = inhibition, hits mostly inhibitors. 230,000 compounds, 0.44% hits. AID 880; active means well fitted inhibition curve with a large enough effect, not every such curve was filed as active; inactive means no such curve, though single readings can be large or run the other way; further: on the % scale 0 is the no-effect control and ±100 the full control effect; nearly all actives have a fitted effect of over 30% in size; many of its hits are not listed in these tables
Target sequence (P63096 whole entry, looked up): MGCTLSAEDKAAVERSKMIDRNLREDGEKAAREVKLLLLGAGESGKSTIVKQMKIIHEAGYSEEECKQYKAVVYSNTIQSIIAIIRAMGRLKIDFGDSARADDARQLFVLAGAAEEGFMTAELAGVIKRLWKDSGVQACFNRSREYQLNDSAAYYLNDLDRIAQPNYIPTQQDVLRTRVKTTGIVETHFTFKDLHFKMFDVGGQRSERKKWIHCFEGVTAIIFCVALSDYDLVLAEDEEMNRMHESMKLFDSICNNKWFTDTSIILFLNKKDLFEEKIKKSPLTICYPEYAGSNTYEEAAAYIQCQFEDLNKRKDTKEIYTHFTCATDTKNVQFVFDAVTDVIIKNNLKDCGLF
GAA spleen mod: inhibitors or activators of human alpha-glucosidase in spleen homogenate; 240,000 compounds, 0.006% hits; Potency, µM (titrated, usually from 79.9 µM), for the others: at the top dose activity change, negative = inhibition, hits mostly inhibitors; human spleen homogenate, 4-MU-alpha-glucoside fluorescence;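 further: 0% = enzyme with vehicle and -100% = no enzyme basal signal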
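Human spleen homogenate (1 ug) with 4-methylumbelliferyl-alpha-D-glucopyranoside (1 mM final) in 50 mM citrate/phosphate pH 5.0, 0.01% Tween-20; 40 min at 37 C. Stopped at pH 10; 4-MU fluorescence Ex 365/Em 440 nm; AC50 by Hill fit.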
GAA glycogen mod: GAA glycogen-cleavage inhibition or activation; Potency, µM (series often up to 76.4 µM), inactives show at the highest dose activity change, negative = inhibition, actives largely listed as inhibitors; P10253; recombinant GAA, glycogen substrate, Amplex Red glucose oxidase fluorescence; 300,000 compounds, 0.38% hits;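 further: 0% = full enzyme reaction and -100% = no-enzyme basal signal; the screen sought inhibitors and activators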
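Recombinant enzyme (4 nM final) with compounds titrated up to 77 uM and bovine liver glycogen (30 ug) in citrate pH 5.0, 0.01% Tween-20, 37 C 40 min. Released glucose detected by Amplex Red/glucose oxidase (Ex 573/Em 610); AC50 from Hill fits.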
GAA inhib: blocks human lysosomal alpha-glucosidase. Potency, µM (doses to about 76.9 µM), for the others: top-dose activity change, negative = inhibition, usual class: inhibitors. purified human GAA, 4-MU-alpha-glucoside fluorescence. 200,000 compounds, 0.005% hits. P10253;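 further: plate controls were uninhibited enzyme wells for no effect and no-enzyme background for full effect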
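Fluorogenic assay: 4 nM human alpha-glucosidase with 400 uM 4-methylumbelliferyl-alpha-D-pyranoside in 50 mM citrate/phosphate, 0.005% Tween-20, pH 5.0, 20 min at room temperature. Compounds tested up to 77 uM; AC50 from Hill fits.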
HTT aggregate: mutant huntingtin aggregation inhibition. PC12 HttQ103-GFP aggregates, Acumen cytometry, 40 h. Potency, µM (titrated, usually from 46.1 µM), inactives show at the highest dose activity change, negative = inhibition, hits mostly inhibitors. 220,000 compounds, 1.1% hits. AID 1688; further: on the % scale 0 is the no-effect control and ±100 the full control effect; nearly all actives have a fitted effect of over 60% in size
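PC12/HTTQ103-GFP, ecdysone-inducible; teb 100 nM; cpd qHTS titration; GFP aggregates read on laser cytometer, Ex 488/Em 500-530 nm.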
HTT cytoprotect: cytoprotection in Huntington HTT-Q103 PC12 cell model | PC12 HTT-Q103 induced, cytoprotection, ATP luminescence, 40 h | Potency, µM (titrated, usually from 56.4 µM), for inactives: cytoprotection (ATP increase), actives largely listed as activators | 230,000 compounds, 0.14% hits | AID 1471;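 further: % of control where 0% means no effect; nearly all actives have a fitted effect of over 45% in size; toxic huntingtin expression switched on by the ecdysone agonist tebufenozide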
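Rat PC12, Q103 Htt exon1-GFP fusion, ecdysone promoter; tebufenozide inducer 100 nM final; compound titration; qHTS, 1500 cells/well; ATPlite luminescent read.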
IMPase Li inh: IMPase inhibition in cells with lithium potentiation | CHO-M1 cells, IP1 TR-FRET (IP-One), carbachol + lithium | Potency, µM (titrated, usually from 59.4 µM), without a hit: at the top dose activity, negative = IMPase inhibition, usual class: inhibitors | 210,000 compounds, 0.35% hits;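 further: IP1 builds up when IMPase is blocked and the TR-FRET signal falls; plate controls were basal vehicle for no effect and high inhibitor control for full effect; nearly all actives have a fitted effect of over 50% in size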
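Concentration–response in CHO-M1 cells, lithium-potentiated; 30 min at 37C. IP1 detected by competitive TR-FRET after 10 min lysis at RT. Hill-fitted AC50.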
An asterisk follows results filed as active; ? = inconclusive; . = not tested or not shown; [ ] = remark or other dose. Unless noted, the call rests on the fitted dose curve; in most records, active means well fitted curve in the direction sought with a large enough effect; inconclusive means small, poorly fitted or top-dose-only effect, or another doubt; inactive means no such curve, though single readings can be large; an effect the other way counts as inactive or inconclusive. Potency means the concentration at half of the fitted maximal effect. Some of the compounds tested; rates above refer to the full screens.

Values run as follows: GoLoco inh red, GAA spleen mod, GAA glycogen mod, GAA inhib, HTT aggregate, HTT cytoprotect, IMPase Li inh
1: CNc1cncc(C(=O)O)c1
→ -2%, -1%, 6%, 0%, 20%, -1%[10 µM], -6%
2: CN(c1ccccc1C(=O)Nc1ccc(F)c(F)c1)S(C)(=O)=O
→ -4%, 4%, 20%, -6%, -16%[9.22 µM], -6%[10 µM], 9%
3: Cc1nc2ncnn2c(C)c1Cc1cccc(C(F)(F)F)c1
→ 0%, 4%, 2%, -5%, 3%, 17%[10 µM], 2%
4: CCOc1ccc(NC2=C(Cl)C(=O)N(Cc3ccccc3)C2=O)cc1
→ ., -11%, -7%, 5%, -1%, 1%, .
5: O/N=C(\c1ccc(Cl)cc1)c1ncc(C(F)(F)F)cc1Cl
→ 5%, -6%, -10%, -3%, -3%, 15%, -1%[38.3 µM]
6: CCOc1ccc(CN2CCN(Cc3nc(C(C)C)cs3)CC2CCO)cc1 (stereo not drawn)
→ 2%, -5%, 8%, -2%, 6%, 5%, 11%
7: CC(C)c1cc(C(=O)NNC(=S)NCc2ccco2)c(O)c(C(C)C)c1
→ 20%, -7%, ?, 5%, ?, 39%[10 µM], 11%
8: O=C(Cn1c(=O)c2c(ncn2Cc2ccccc2)n(Cc2ccccc2)c1=O)NC1CC1
→ ., -3%, 11%, 3%, 6%, -12%, .
9: O=C(O)CSc1cc(-c2ccccc2)nc2ccccc12
→ -2%[14.2 µM], ., ., ., ., -13%[10 µM], -24%
10: O=C(Cc1ccc(F)cc1)Nc1ccccc1Sc1ccccc1
→ -2%, -1%, 5%, -1%, -9%, -17%[1.9 µM], 11%
11: CC(C)(C)OC(=O)NC(=NCCCc1cn(CC(=O)N2CCN(C(=O)OC(C)(C)C)CC2)nn1)NC(=O)OC(C)(C)C
→ -10%, 0%, -6%, ., 16%[9.22 µM], 19%[10 µM], -2%
12: CCCCOCCCn1c(-c2ccco2)nc2nc3ccccc3nc21
→ ., 4%, -6%, 1%, 28%, -24%[0.074 µM], .
13: Cc1ccc(C(=O)Nc2ccc(-c3csc(C)n3)cc2)cc1
→ -4%, -1%, 3%, -23%, 8%, -41%, -12%
14: O=C(O)CCSc1nc2ccc(Br)cc2[nH]1
→ ., -12%, 18%, 3%, 1%, -5%[10 µM], .
15: COc1ccc(OC)c(NC(=O)c2ccc(NS(=O)(=O)c3c(C)noc3C)cc2)c1
→ -3%, -5%, -3%, 1%, 8%, -34%, -5%[38.3 µM]
16: O=C(c1ccccc1)c1cnc[nH]1
→ 7%, -16%, 1%, ., 3%[9.22 µM], 10%[10 µM], .
17: Cc1ccc(NC(=O)CSC(C)C(=O)NCCc2ccccn2)cc1 (stereo not drawn)
→ 7%, 3%, 10%, -1%, ?, -6%, 0%
18: CC(C)CC(=O)N1CCN(S(=O)(=O)c2ccc(Cl)cc2)CC1
→ 8%, 1%, 4%, -2%, 5%[9.22 µM], -1%[10 µM], 1%
19: COc1ccc(C(=O)Nc2ccc(N3CCOCC3)cc2)cc1OC
→ -3%, -8%, 6%, -6%, 10%, -27%, -2%[38.3 µM]
20: N#C/C(=C\c1ccccc1[N+](=O)[O-])c1nc(C2CC2)cs1
→ 3%, 4%, -14%, ?, 2%, -1%[10 µM], 1%
21: COCCNc1cc(-c2ccccc2C(F)(F)F)ncn1
→ 6%, 7%, ., ., ., -9%, 1%
22: Cc1ccc(C(=O)n2cnnc2N)cc1C
→ -12%, -4%, 2%, ?, 7%, 9%[0.074 µM], 29%[38.3 µM]
23: CCOc1ccc(-n2c(=O)[nH]cc(C(=O)N3CCc4ccccc43)c2=O)cc1
→ -24%, -5%, -3%, -3%, -9%, 3%, -23%[38.3 µM]
24: CC(C)c1nc2oc3c(=O)[nH]cnc3c2c2c1CCC2
→ -3%, -2%, 0%, -9%[15.4 µM], 3%, 14%, -9%[38.3 µM]
25: CC(C)(C)NC(=O)CN(C(=O)C(=O)Nc1ccc2c(c1)OCCO2)C(C)(C)C
→ 7%, 3%, -4%, 7%, -4%[9.22 µM], 2%[10 µM], 5%
26: O=C(/C=C/Nc1ccc(Oc2ccccc2)cc1)c1ccco1
→ 0%, 0%, -2%, -2%, 6%, -93%[inhibitor], 8%
27: COc1ccc(C2=NOC(C(=O)NC(C)C)C2)cc1 (stereo not drawn)
→ 2%, 4%, -4%, 9%, 8%, -6%, -4%[38.3 µM]
28: c1ccc(C2=NN(c3ccccc3)C(c3ccco3)C2)cc1 (stereo not drawn)
→ -2%, -4%, -5%, -1%, -11%[9.22 µM], 5%[10 µM], ?
29: CCC(Sc1nc2cc(OC)c(OC)cc2c(=O)n1CCc1ccc(OC)c(OC)c1)C(=O)NCCOC (stereo not drawn)
→ 6%, 8%, 4%, 0%, -1%, -7%, -1%
30: C=CCc1cccc2cc(C(=O)Nc3ccc(CC(=O)O)cc3)c(=O)oc12
→ 25%, -1%, -1%, -2%[15.4 µM], 18%, -93%[inhibitor], 3%

Exported tab-delimited: part of the list above
entry	mol	GoLoco inh red	GAA spleen mod	GAA glycogen mod	GAA inhib	HTT aggregate	HTT cytoprotect	IMPase Li inh
23	CCOc1ccc(-n2c(=O)[nH]cc(C(=O)N3CCc4ccccc43)c2=O)cc1	-24%	-5%	-3%	-3%	-9%	3%	-23%[38.3 µM]
24	CC(C)c1nc2oc3c(=O)[nH]cnc3c2c2c1CCC2	-3%	-2%	0%	-9%[15.4 µM]	3%	14%	-9%[38.3 µM]
25	CC(C)(C)NC(=O)CN(C(=O)C(=O)Nc1ccc2c(c1)OCCO2)C(C)(C)C	7%	3%	-4%	7%	-4%[9.22 µM]	2%[10 µM]	5%
26	O=C(/C=C/Nc1ccc(Oc2ccccc2)cc1)c1ccco1	0%	0%	-2%	-2%	6%	-93%[inhibitor]	8%
27	COc1ccc(C2=NOC(C(=O)NC(C)C)C2)cc1 (stereo not drawn)	2%	4%	-4%	9%	8%	-6%	-4%[38.3 µM]
28	c1ccc(C2=NN(c3ccccc3)C(c3ccco3)C2)cc1 (stereo not drawn)	-2%	-4%	-5%	-1%	-11%[9.22 µM]	5%[10 µM]	?
29	CCC(Sc1nc2cc(OC)c(OC)cc2c(=O)n1CCc1ccc(OC)c(OC)c1)C(=O)NCCOC (stereo not drawn)	6%	8%	4%	0%	-1%	-7%	-1%
30	C=CCc1cccc2cc(C(=O)Nc3ccc(CC(=O)O)cc3)c(=O)oc12	25%	-1%	-1%	-2%[15.4 µM]	18%	-93%[inhibitor]	3%

Next part.
Values run as follows: GoLoco inh red, GAA spleen mod, GAA glycogen mod, GAA inhib, HTT aggregate, HTT cytoprotect, IMPase Li inh
31: c1ccc2c(c1)ncn2CCOCCOCCn1cnc2ccccc21
→ -9%, -1%, -1%, 7%, -3%, 18%[10 µM], 7%
32: CCS(=O)(=O)C1=NN2C(=N)/C(=C\c3ccc(SCc4ccco4)o3)C(=O)N=C2S1
→ 88%[activator], 0%, -18%, -8%, 21%[9.22 µM], -33%, 1%
33: COCc1cc(=O)n2[nH]c(SC)nc2n1
→ 4%, -9%, 0%, -5%, 4%, -9%[0.074 µM], 21%[38.3 µM]
34: CCN(CC)C(=O)C1CC(=O)N(c2ccc(F)c(Cl)c2)C1 (stereo not drawn)
→ -3%, 2%, -1%, 0%, 5%, 17%, -10%[38.3 µM]
35: COc1ccc(-c2ccc(CCC(=O)O)n2-c2ccccc2O)cc1
→ 57%[activator], 0%, -13%, ., -14%[9.22 µM], -71%[inhibitor][10 µM], .
36: CCn1c(=O)c(=O)[nH]c2cc(C(=O)N3CCN(c4ccccc4F)CC3)ccc21
→ 128%[activator], -7%, 2%, -5%, -17%, 21%[10 µM], 12%[38.3 µM]
37: Cc1ccc(S(=O)(=O)NCC(=O)OCC(=O)c2cccs2)cc1
→ -4%, -6%, 10%, 1%, ?, -15%, 1%[38.3 µM]
38: CC1(c2ccccc2)NC(=O)N(CC(=O)Nc2cc(S(=O)(=O)N3CCOCC3)ccc2Cl)C1=O (stereo not drawn)
→ 4%, 2%, 0%, -7%, 10%, ., 3%
39: COc1cnc(-c2ccccn2)nc1Oc1ccc(Cl)cc1
→ -3%, -5%, 14%, -3%, -18%, -35%, 10%[38.3 µM]
40: COc1ccc2[nH]c3c(=O)n4c(nc3c2c1)SCC4
→ 10%, -15%, 2%, ?, -24%, ?, 13%
41: Cc1c(Cl)cccc1NC(=S)NCc1cccs1
→ 11%, -3%, -6%, -4%, -13%, 29%[10 µM], 16%
42: Cc1cccc(OCc2nnc(SCc3cc(=O)n4cc(Br)ccc4n3)o2)c1
→ -4%, -13%, 0%, 0%, -11%, -12%, ?
43: CCCC1(C(=O)OC)C=C2C(=C(c3ccccc3)C(=O)C2C)CN1 (stereo not drawn)
→ -7%, -19%, ., ., ., -48%[inhibitor], -3%
44: O=C(Cn1cccn1)c1ccccc1
→ 6%, -2%, 1%, 2%, 3%, -17%[10 µM], 2%
45: O=C(COC(=O)Cc1ccc(F)cc1)Nc1cc(S(=O)(=O)N2CCOCC2)ccc1N1CCCC1
→ 10%, -1%, -4%, -22%, 13%, 31%[10 µM], 7%
46: Cc1sc2ncnc(SCC(=O)c3ccc(O)cc3O)c2c1C
→ 19%, -6%, 4%, ., 28%[9.22 µM], -11%[10 µM], .
47: NNc1nnc2c3cc(F)ccc3n(Cc3ccccc3)c2n1
→ 8%, -19%, ?, ., -9%[9.22 µM], -9%[10 µM], .
48: O=C(Cc1csc(Nc2nc(=S)[nH]c3ccccc23)n1)NCCCN1CCN(c2cccc(Cl)c2)CC1
→ 11%, -7%, -25%, 2%, -12%, -60%[inhibitor], -4%
49: COc1cc(/C=C/C(=O)OCC(=O)NC(=O)NC(C)C)ccc1OCC#N
→ 6%, 11%, -3%, -7%, 18%, -1%[10 µM], 3%
50: O=C1c2ccc3c4c(ccc(c24)C(=O)N1c1ccc2ccccc2c1)CC3
→ 14%, -12%, 10%, 9%, -8%, -1%, -9%[38.3 µM]
51: Cn1c(=O)cc(SCC(=O)NCC2CCCO2)c2ccccc21 (stereo not drawn)
→ ., -9%, -1%, 1%, -3%, -24%, .
52: COc1ccc(C(=O)NN(c2ccccc2)c2ccccc2)cc1
→ 14%, -13%, 6%, 6%, -1%, -7%, 10%[38.3 µM]
53: COc1ccccc1OCC(=O)NNC(=O)c1ccoc1C
→ 7%, 2%, -7%, 1%, 21%, ., -1%
54: Cc1ccc(NC(=O)/C=C\C(=O)NCC(=O)O)cc1C
→ -2%, 2%, 4%, 1%, 8%, ., -6%
55: Cc1cc(N2CCC(C(=O)NCC3CC3)CC2)nc(-c2ccccc2)n1
→ 10%, -1%, 3%, 3%, -4%, 18%, -3%[38.3 µM]
56: c1ccc(C2c3[nH]c4ccccc4c3CCN2Cc2cccn2-c2ccccn2)nc1 (stereo not drawn)
→ 10%, -3%, 6%, ., 7%[9.22 µM], -14%[10 µM], .
